Source: PubChem BioAssay
Apaf-1 inh: human Apaf-1 inhibition. reconstituted apoptosome caspase-3 activity, DEVD-Rh110 fluorescence. inhibition, % at 20 µM. actives 0.71% (n = 330,000); active means inhibition of at least 40% at 20 µM;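 further: plate controls were DMSO wells for no effect and DEVD-CHO caspase inhibitor wells for full effect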
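Material: reconstituted apoptosome with Apaf-1, cytochrome c, caspase-9, procaspase-3, dATP / Buffer or medium: pH 7.5 Hepes buffer with CHAPS, BSA, DTT / Also added: cytochrome c with DEVD-Rh110 / Schedule: compound with Apaf-1, dATP, procaspase-3 30 min, then 50 min reaction, room temperature / Technique: rhodamine 110 fluorescence at Ex 480/Em 540 nm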
SENP1 inh: inhibitors of human SENP1 SUMO protease catalytic domain | Q9P0U3 | recombinant SENP1 catalytic domain, CyPet-SUMO1-YPet FRET cleavage | inhibition, % at 10 µM | actives 0.21% (n = 360,000) | AID 624204;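 active means inhibition at least 30% at 10 µM, raw YFP signal under a set limit, fluorescence ratio 0.5 to 1.5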;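 further: 0% = enzyme with DMSO and 100% = no enzyme wells; some results filed as inactive read as strong as hits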
Target sequence (Q9P0U3 419-644 limits assumed): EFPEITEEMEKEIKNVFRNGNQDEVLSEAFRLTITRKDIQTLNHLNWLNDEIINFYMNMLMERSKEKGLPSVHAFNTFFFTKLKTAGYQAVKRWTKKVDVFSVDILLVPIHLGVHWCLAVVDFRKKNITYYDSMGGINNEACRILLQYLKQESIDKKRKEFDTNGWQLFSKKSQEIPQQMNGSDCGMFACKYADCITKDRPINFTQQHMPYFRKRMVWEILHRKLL
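Test system: hSENP1 catalytic domain, recombinant; Amount: 20 pM final SENP1 enzyme; Medium: Tris pH 8 buffer plus EDTA, NaCl, BME, BSA, NP40, catalase; Schedule: 50 min enzyme reaction, room temperature, light-protected; Technique: FRET fluorescence in CFP and YFP emission channels; Controls: no-enzyme wells low, DMSO-plus-enzyme wells high control.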
SENP8 block-1: inhibitors of human SENP8 protease. Q96LD8. purified SENP8, Z-RLRGG-aminoluciferin cleavage, luminescence. inhibition, % at 10 µM. actives 1.2% (n = 330,000). AID 2540; in the data active means inhibition above about 50%
Target sequence (Q96LD8 whole entry, looked up): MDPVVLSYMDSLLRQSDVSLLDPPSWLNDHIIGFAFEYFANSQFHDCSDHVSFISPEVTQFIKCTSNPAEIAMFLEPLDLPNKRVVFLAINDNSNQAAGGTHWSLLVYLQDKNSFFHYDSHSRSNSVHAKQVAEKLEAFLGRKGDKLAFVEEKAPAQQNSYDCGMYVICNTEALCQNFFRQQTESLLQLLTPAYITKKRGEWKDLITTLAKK
SENP8 block-2: inhibitors of human SENP8 protease | Q96LD8 | recombinant SENP8, Nedd8 substrate fluorescence | inhibition, % at 20 µM | actives 0.64% (n = 360,000) | AID 602440; in the data active means inhibition mostly above about 40%, no sharp cut-off; inactive means mostly below about 27%
PfG6PD inh: PfG6PD (Plasmodium falciparum) enzyme inhibition. PfGluPho enzyme, NADPH resazurin-diaphorase fluorescence. inhibition, % at 20 µM. actives 0.78% (n = 350,000);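 active means inhibition reaching at least a set limit at 20 µM in the primary screen, cut at about 59% in these data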;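 further: 0% = DMSO wells with substrate and 100% = DMSO wells lacking glucose-6-phosphate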
SENP6 block: SENP6 protease inhibition | inhibition, % at 10 µM | Recombinant SENP6 catalytic domain, aminoluciferin luminescence | Q9GZR1 | AID 2599 | actives 1.8% (n = 330,000);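 active means inhibition above about 50% at the single tested dose, limit read from the data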;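 further: plate controls were DMSO wells with enzyme for no effect and DMSO wells lacking enzyme for full effect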
NALP3 yeast inh: NALP3 inhibition in yeast. inhibition, % at 10 µM. actives 0.39% (n = 330,000). Yeast reconstituted NLRP3/ASC/caspase-1, beta-gal luminescence, 24 h. AID 2825;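 active means inhibition of 50% or more; inactive means inhibition below 50%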;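 further: plate controls were induced DMSO wells for no effect and uninduced yeast grown without galactose for full effect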
SENP7 inh: blocks the human protease SENP7 | Q9BQF6 | recombinant SENP7, Z-RLRGG-aminoluciferin luminescence, 40 min | inhibition, % at 5 µM | actives 1.5% (n = 330,000) | AID 434973;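 active means inhibition above about 50% at the single test dose, limit read from the data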;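 further: plate controls were DMSO with enzyme for no effect and no enzyme buffer wells for full effect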
Target sequence (Q9BQF6 706-1050 limits assumed): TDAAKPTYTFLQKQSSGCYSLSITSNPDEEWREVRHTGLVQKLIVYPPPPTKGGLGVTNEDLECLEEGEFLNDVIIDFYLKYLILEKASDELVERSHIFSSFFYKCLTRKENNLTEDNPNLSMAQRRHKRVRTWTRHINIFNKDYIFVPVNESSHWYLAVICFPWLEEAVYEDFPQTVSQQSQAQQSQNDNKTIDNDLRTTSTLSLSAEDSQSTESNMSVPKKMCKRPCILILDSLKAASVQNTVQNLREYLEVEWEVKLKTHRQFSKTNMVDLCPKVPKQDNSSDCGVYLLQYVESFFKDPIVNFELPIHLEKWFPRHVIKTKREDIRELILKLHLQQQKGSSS
HKDC1 inh: HKDC1 (human) hexokinase inhibition; Q2TB90; recombinant HKDC1, G6PDH/diaphorase resazurin coupled fluorescence; inhibition, % at 20 µM; actives 0.16% (n = 340,000); AID 493160;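 active means inhibition above about 35% when tested at 20 µM, limit read from the data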;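 further: plate controls were DMSO wells with enzyme for no effect and DMSO wells lacking enzyme for full effect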
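Test system: recombinant HKDC1 (HK5) hexokinase enzyme, produced in-house / Doses: 20 µM test compound, 1% DMSO / Timing: 90 min, room temperature / Detection: G6PDH/diaphorase-coupled fluorescence, 1 mM NADP, 100 µM resazurin, 525/613 nm / Control set: DMSO wells with and without enzyme mix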
* hit, by the source's call; nt = no result given; & = joins results of further samples. Rows were taken by chance (roughly 4.1% active in at least one column).

molecule	Apaf-1 inh	SENP1 inh	SENP8 block-1	SENP8 block-2	PfG6PD inh	SENP6 block	NALP3 yeast inh	SENP7 inh	HKDC1 inh
O=C(NCCc1nc2ccccc2[nH]1)/C(=C/c1ccco1)NC(=O)c1ccccc1Br	0	-4	-2	10	-22	-11	-5	0	3
Cc1ccc(OCCn2c(CCNC(=O)C(C)C)nc3ccccc32)cc1	12	1	-10	12	5	-8	0	-3	3
COc1ccc(C(=O)N2CCc3cc(OC)c(OC)cc3C2c2ccc(OC)c(OC)c2)cc1 (stereo not given)	7	2	-2	19	-13	-1	20	5	8
COCCCNC(=O)C[C@H]1C[C@H](C(=O)N(C(C)C)C(C)C)[C@@]2(C)c3[nH]c4cc(CCC(=O)N(C)C)ccc4c3CCN2C1=O	9	0	nt	3	2	nt	nt	-4	1
CCc1ccc(NC(=S)NNC(=O)c2ccccc2OC(F)F)cc1	2	nt	-3	nt	nt	-37	28	3	nt
Cc1ccc2c3c1C1(C(=O)N3C(C)(C)CC2C)C(C#N)=C(N)Oc2cc(O)ccc21 (stereo not given)	25	-33	4	3	-6	-6	1	-2	3
Cc1cccc(NC(=S)Nc2ccc3cn[nH]c3c2)c1	-10	-6	-3	-24	9	7	10	13	-6
CCN(CC)C(=O)COc1ccc2c3c(c(=O)oc2c1C)CCCC3	6	-14	0	-399	-8	-28	16	-5	-5
O=C(COC(=O)Cc1ccccc1F)Nc1cccc(F)c1	-3	4	-6	12	-8	3	15	4	1
Cc1c(NC(=O)CSc2ncccn2)c(=O)n(-c2ccccc2)n1C	-5	3	-6	30	-10	0	-1	-1	-6
N=C(N)c1ccccc1	-3&-10	1&0	-1&6	4&9	-18&-7	-6&-6	16&-2	1&3	-5&0
COc1cccc(C(Nc2ccccn2)c2c(NC(=O)c3ccco3)sc(C)c2C)c1 (stereo not given)	10	-10	-2	-3	6	-7	10	-4	-4
CCn1c(C)nc2cc(C(=O)N3N=C(CCOC)CC3(O)C(F)(F)F)ccc21 (stereo not given)	-24	0	1	4	-4	4	-1	-1	-2
Cc1ccc(C(c2sc3nc(C)nn3c2O)N2CCN(c3ccccc3)CC2)cc1 (stereo not given)	7	-7	0	16	-11	-5	-3	-1	1
Cc1cccc(NC(=O)c2ccc(-n3cncn3)c([N+](=O)[O-])c2)c1	5	2	-10	16	55	-13	19	11	0
CC(C)(C)c1ccc(NC(=S)NCCc2ccccn2)cc1	-3	1	-2	6	-11	0	16	4	-1
COc1ccc(Cl)cc1C(=O)Nc1ccc(NC(=O)c2ccco2)cc1	9	2	-2	-407	2	-14	26	-4	4
Cc1cc(NS(=O)(=O)c2ccc(NC(=O)CSc3nc4ncc(Cl)cc4[nH]3)cc2)nc(C)n1	-21	0	-4	-11	-31	-16	-3	0	4
O=C(C[C@@H]1C/C=C/CC[C@@H](Cc2ccc(F)cc2)C(=O)OCCNC1=O)N[C@H](CO)Cc1ccccc1	12	0	-7	8	-3	-7	28	5	-8
Cc1[nH]n(-c2ccccc2)c(=O)c1C=Nc1ccc(S(=O)(=O)Nc2nccs2)cc1	-2	3	-4	44*	-4	2	3	-2	7
Cn1c(SCC(=O)CC(=O)Nc2ccccc2)nnc1-c1ccc(O)cc1	-23	0	-2	-1	-7	-2	19	8	0
Cc1cc2nnc(SCC(=O)NCc3ccco3)n2c2ccccc12	-19	0	0	-109	16	-14	-6	-1	7
Cc1ccc(NC(=O)C2Cc3ccccc3C(=O)O2)cc1 (stereo not given)	-11	2	-2	14	-6	3	21	12	0
Cc1sc2nc(-c3ccccn3)[nH]c(=O)c2c1-c1ccccc1	3	1	-13	-376	40	-6	24	-11	13
COc1ccc2nc(/N=C/c3c(C)[nH]n(-c4ccc(C)cc4)c3=O)sc2c1	14	-51	-12	16	-6	11	12	2	-2
CCc1ccc(NC(=O)C2CCN(S(=O)(=O)c3ccc4c(c3)N(C(C)=O)CCO4)CC2)cc1	17	0	-5	10	9	3	25	4	2
COCCNC(=O)CSc1ccccc1C(=O)NC1CCCc2ccccc21 (stereo not given)	5	-2	-8	4	2	0	12	-7	-6
CCOC(=O)Cn1ncc(-c2ccccc2)c1N	-1	-9	1	2	7	2	18	2	-5
CCc1ccc(Nc2n[n+](-c3ccccc3)c(/C=C/c3ccccc3)s2)cc1	18	nt	-6	nt	nt	-4	15	-6	nt
Cc1noc(C)c1COc1ccc(C(=O)OCC(=O)N2c3ccccc3NC(=O)C2(C)C)cc1	22	3	-6	20	-10	-25	7	-5	2

Single records (already shown):
Listed for `O=C(C[C@@H]1C/C=C/CC[C@@H](Cc2ccc(F)cc2)C(=O)OCCNC1=O)N[C@H](CO)Cc1ccccc1` : Apaf-1 inh: 12; SENP1 inh: 0; SENP8 block-1: -7; SENP8 block-2: 8; PfG6PD inh: -3; SENP6 block: -7; NALP3 yeast inh: 28; SENP7 inh: 5; HKDC1 inh: -8
Listed for `Cc1ccc2c3c1C1(C(=O)N3C(C)(C)CC2C)C(C#N)=C(N)Oc2cc(O)ccc21` (stereo not given) : Apaf-1 inh: 25; SENP1 inh: -33; SENP8 block-1: 4; SENP8 block-2: 3; PfG6PD inh: -6; SENP6 block: -6; NALP3 yeast inh: 1; SENP7 inh: -2; HKDC1 inh: 3

Next records
molecule	Apaf-1 inh	SENP1 inh	SENP8 block-1	SENP8 block-2	PfG6PD inh	SENP6 block	NALP3 yeast inh	SENP7 inh	HKDC1 inh
COc1ccc(OCCNC(=O)CCCO)cc1	-10	0	-1	16	0	-31	-11	6	-1
C#CCOCCOCCOCCNc1nc(N2CCN(C(=O)CCCCCCCCCCNC(=O)[C@@H](CCSC)n3cc(CCO)nn3)CC2)nc(N2CCN(C(=O)CCCCCCCCCCNC(=O)[C@H](CCC(=O)O)n3cc(CCCCCN)nn3)CC2)n1	62*	0	-1	25	21	1	18	0	4
O=C(Nc1cccc(-c2cccc(Cl)c2)c1)C1CCN(C2CCC2)CC1	25	-3	-9	22	-7	-31	24	-20	-4
Cc1cs/c(=N\N=C2CCCCC2)n1Cc1ccco1	11	-7	-7	-2	16	-21	8	0	-16
O=C(CSc1nnc(-c2cccs2)o1)N1CCc2ccccc21	5	-2	-8	6	34	17	19	0	-5
Cc1ccc(C)c(N2CCN(C(=O)c3cc4ccccc4oc3=O)CC2)c1	14	-1	-1	10	3	6	8	-1	-4
CCCS(=O)(=O)N1CCC(C(=O)NC2CCCCC2C)CC1 (stereo not given)	-5	1	-2	26	-6	-14	17	7	-6
CCCOc1ccccc1/C=C1/C(=O)ON=C1C	-1	0	0	7	18	-20	17	-11	1
Cc1ccc(NC(=O)c2ccccc2[N+](=O)[O-])nc1	-6	-3	4	-7	-14	0	11	4	11
CCOc1ccccc1C(=O)Nc1cccc(-c2ccc3nncn3n2)c1	18	3	-2	-49	5	-2	0	-4	5
COc1ccc(NC(=O)c2ccccc2OCc2c(C)noc2C)cc1OC	-5	0	5	1	2	-9	11	-2	-5
CCOc1ccc(NC(=O)CN2CCc3ccccc3C2)cc1	4	-1	2	14	4	12	23	6	-4
O=C1c2ccccc2C(=O)N1CCCn1c(=O)oc2ccccc21	-12	-2	-1	18	2	-1	18	-1	10
CCOC(=O)CN(C(=O)CSc1nnc(COc2ccc(OC)cc2)n1C)c1ccccc1	10	1	-12	18	-4	-5	6	-2	1
O=C(COC(=O)c1cn(-c2ccccc2)nc1-c1ccc(F)cc1)Nc1ncc(Cl)cc1Cl	-1	-3	-3	13	-2	-23	1	-8	3
O=c1ccc2ccccc2o1	6	0	-11	11	2	6	14	-6	-7
Cc1ccccc1CC1CCN(CCCNC(=O)Nc2ccccc2)CC1	-11	2	0	6	7	-2	13	4	-6
c1ccc2c(N3CCCCC3)ncnc2c1	10	-1	0	8	1	-4	15	5	-5
COc1ccc(NC(=O)c2cc3ccccc3cc2OC)cc1OC	14	2	-2	6	15	2	25	0	4
CCOC(=O)c1c(C)[nH]c(C)c1S(=O)(=O)NCC1CCN(Cc2cccc(Cl)c2)CC1	-5	-36	1	8	-1	4	1	4	-1
CC1CCCN(Cc2csc(N)n2)C1 (stereo not given)	-13	1	2	10	-12	7	13	1	-1
CSc1ncccc1C(=O)OCCCC(=O)c1ccc(F)cc1	7	1	6	-7	-1	0	26	7	-1
O=C(Cc1csc(Nc2nc(=S)[nH]c3ccccc23)n1)NCc1cccc(Cl)c1	0	-20	-4	-20	-5	-4	2	-4	-11
Cc1ccc(C(=O)CSc2nc3cc(S(=O)(=O)N4CCOCC4)ccc3o2)cc1	21	-1	-11	15	21	-16	-3	-6	-4
Cc1cc(C(F)(F)F)c2c(=O)[nH]c(=O)n(Cc3ccccc3)c2n1	8	-2	0	-3	11	22	21	4	6
O=C(COC(=O)c1ccccc1Cl)Nc1ccc2[nH]c(=O)[nH]c2c1	4	2	-11	4	13	-19	0	-6	-3
O=C(c1cnsn1)N1CCN(c2ccccn2)CC1	-13	2	-2	19	-5	0	8	0	-7
O=C(Nc1cccc(Cl)c1Cl)c1snnc1-c1ccccc1	7	1	-3	19	-3	-1	4	-1	-2
Cc1occc1C(=O)NCc1cccs1	-6	0	3	15	1	-7	8	9	-7
CCOC(=O)Nc1ccc(C(=O)c2ccncc2)cc1	-3	0	-14	5	-15	-8	14	-4	3
COc1ccc(NC(=O)CSc2ccc(-c3cccnc3)nn2)c(OC)c1	4	-3	-10	11	37	-7	18	12	32
